PGK inhibitor: T. brucei PGK inhibition; P07378; PGK/GAPDH coupled, Kinase-Glo luminescence, 60 min; Potency, µM (doses to about 57.5 µM), for inactives: at the top dose activity change, negative = inhibition, most hits filed as inhibitors; 380,000 tested, 0.043% active; further: potency means the concentration at half of the fitted maximal effect; on the % scale 0 is the no-effect control and ±100 the full control effect; nearly all actives have a fitted effect of over 60% in size
Target sequence (P07378 whole entry, looked up): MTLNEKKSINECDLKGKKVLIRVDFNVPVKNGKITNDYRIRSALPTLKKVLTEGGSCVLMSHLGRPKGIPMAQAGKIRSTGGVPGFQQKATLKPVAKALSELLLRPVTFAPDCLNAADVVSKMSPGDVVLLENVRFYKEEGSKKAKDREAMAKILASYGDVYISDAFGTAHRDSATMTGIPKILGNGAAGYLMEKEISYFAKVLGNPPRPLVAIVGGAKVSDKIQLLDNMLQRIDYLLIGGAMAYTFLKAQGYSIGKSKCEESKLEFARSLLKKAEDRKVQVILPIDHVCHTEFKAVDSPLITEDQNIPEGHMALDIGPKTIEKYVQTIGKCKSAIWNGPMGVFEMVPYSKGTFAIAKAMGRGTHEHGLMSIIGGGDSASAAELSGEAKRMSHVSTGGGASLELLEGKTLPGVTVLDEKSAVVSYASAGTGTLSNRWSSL
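Luminescent ATP detection (Kinase-Glo Plus) follows a 60-minute room-temperature incubation, with wells lacking PGK as controls. Buffer: 100 mM TEA (pH 7.6), 5 mM MgCl2, 0.01% Tween-20. Coupling enzyme GAPDH (100 nM final) supplies unstable 1,3-BPG in-well.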
PI4K2A block: PI4K2A (human) kinase inhibition; purified PI4K2A, ADP-Glo luminescence, 1 h; hits give low values; 420,000 tested, 0.13% active; activity change, negative = inhibition, % at 76.9 µM; Q9BTU6; in the data active means activity change below about -50%; inconclusive means mostly about -30% to -49%;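 further: -100% = wells without enzyme as full effect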
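Compounds are screened against recombinant PI4K2A using PI as substrate and ATP, the latter dispensed at 300 microM. Reactions run one hour at ambient temperature before ADP-Glo detection; full inhibition defined by wells lacking enzyme.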
HP1b binding inh: inhibitors of HP1-beta chromodomain binding to methylated histone tails | P83916 | AlphaScreen HP1-beta / biotin-H3K9me3 peptide binding | 390,000 tested, 0.56% active | Potency, µM (series often up to 114 µM), inactives show at the highest dose activity change, negative = inhibition, most hits filed as inhibitors; further: potency means the concentration at half of the fitted maximal effect; nearly all actives have a fitted effect of over 70% in size; inactives centre near 23
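AlphaScreen: HP1-beta (50 nM) preformed 30 min with biotin-H3(1-18)K9me3 peptide (50 nM) in PBS pH 7.4, 0.01% Tween-20. Compound added for 30 min at RT, then streptavidin donor/nickel chelate acceptor beads (10 ug/mL) for 30 min.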
Pin1 inh: blocks the human prolyl isomerase Pin1 | Q13526 | Pin1 FP peptide displacement, HiFluor488, 10 min | Potency, µM (doses to about 115 µM), for the others: at the highest dose activity, negative = inhibition, actives largely listed as inhibitors | 390,000 tested, 0.009% active; active means well fitted inhibition curve with a large enough effect in the polarisation, with a control signal flat, not every such curve was filed as active; inconclusive means small, poorly fitted or top-dose-only effect, or effect the other way, or a change in a side signal; inactive means no such curve, though single readings can be large or run the other way; the % refers to the polarisation; further: potency means the concentration at half of the fitted maximal effect; on the % scale 0 is the no-effect control and ±100 the full control effect
Target sequence (Q13526 whole entry, looked up): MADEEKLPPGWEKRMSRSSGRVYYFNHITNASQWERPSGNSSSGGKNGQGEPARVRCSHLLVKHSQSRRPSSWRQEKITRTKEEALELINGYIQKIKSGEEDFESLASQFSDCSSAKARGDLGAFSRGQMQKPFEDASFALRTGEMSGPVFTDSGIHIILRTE
JMJD2A Tudor: JMJD2A Tudor domain (human) inhibition | 390,000 tested, 4.4% active | AID 504339 | O75164 | Potency, µM (series often up to 114 µM), without a hit: at the top dose activity change, negative = inhibition, most hits filed as inhibitors | AlphaScreen JMJD2A-Tudor / H3K4me3 peptide binding; further: potency means the concentration at half of the fitted maximal effect; on the % scale 0 is the no-effect control and ±100 the full control effect; nearly all actives have a fitted effect of over 50% in size
GLS inhibitor: blocks human kidney-isoform glutaminase activity. Potency, µM (titrated, usually from 45.5 µM), for the others: top-dose activity change, negative = inhibition, most hits filed as inhibitors. O94925. GLS enzymatic activity, qHTS titration. 410,000 tested, 0.21% active. AID 624170; further: potency means the concentration at half of the fitted maximal effect; on the % scale 0 is the no-effect control and ±100 the full control effect
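Assay buffer: 45 mM KH2PO4 pH 8.2, 0.02% Tween-20. hKGA acts on L-glutamine (1 mM solution added); product glutamate is reported by an oxidase/peroxidase Amplex Red coupling, with fluorescence taken at baseline and 30 min.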
Pol eta inh: DNA polymerase eta (human) inhibition. AID 588591. recombinant Pol eta, fluorescent DNA replication assay. Potency, µM (top dose mostly 114 µM), for the others: top-dose activity change, negative = inhibition, actives largely listed as inhibitors. 390,000 tested, 1.2% active. Q9Y253; further: potency means the concentration at half of the fitted maximal effect; on the % scale 0 is the no-effect control and ±100 the full control effect
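Pol eta (10 nM) was preincubated with compounds for 15 min at room temperature, after which fluorescent replication substrate (50 nM final) was added to start the reaction. Fluorescence was read kinetically at 0 and 10 min.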
G9a block: inhibitors of human histone lysine methyltransferase G9a; G9a H3K9 monomethylation, AlphaScreen, 2 h; 350,000 tested, 8.8% active; AID 504332; Potency, µM (titrated, usually from 102 µM), without a hit: at the highest dose activity, negative = inhibition, actives largely listed as inhibitors; further: potency means the concentration at half of the fitted maximal effect; on the % scale 0 is the no-effect control and ±100 the full control effect; nearly all actives have a fitted effect of over 75% in size
Target sequence (Q96KQ7 913-1193 limits assumed): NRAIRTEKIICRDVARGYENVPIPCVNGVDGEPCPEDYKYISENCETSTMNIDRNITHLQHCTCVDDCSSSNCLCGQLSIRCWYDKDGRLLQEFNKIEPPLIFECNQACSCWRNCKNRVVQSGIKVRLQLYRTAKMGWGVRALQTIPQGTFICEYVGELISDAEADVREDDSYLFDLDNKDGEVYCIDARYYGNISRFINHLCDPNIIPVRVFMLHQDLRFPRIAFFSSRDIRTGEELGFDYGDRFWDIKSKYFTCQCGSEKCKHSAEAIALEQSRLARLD
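Chemiluminescent proximity detection of H3K9 monomethylation, read after 10 min bead incubation in the dark. Reaction: 20 nM G9a, 500 nM biotin-H3K9 peptide, 20 uM SAM cofactor, 2 h, room temperature, following 15 min enzyme-compound preincubation.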
BAZ2B inh: inhibitors of human BAZ2B bromodomain. AlphaScreen BAZ2B-H3K14Ac peptide displacement. Potency, µM (top dose mostly 114 µM), inactives show at the highest dose activity change, negative = inhibition, actives largely listed as inhibitors. 360,000 tested, 4.4% active. AID 504333; further: potency means the concentration at half of the fitted maximal effect; on the % scale 0 is the no-effect control and ±100 the full control effect; nearly all actives have a fitted effect of over 60% in size
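Compounds, titrated to a top concentration of 110 uM, were incubated 30 min at room temperature with preformed BAZ2B/acetyl-K14 H3 peptide complex (50 nM each). Proximity signal was measured by AlphaScreen after 20 min with beads.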
* = called active by the depositor; i = inactive; u = inconclusive; x = not tested or not shown; [ ] = dose if it differs, or a comment. Unless noted, the call rests on the fitted dose curve; in most records, active means well fitted curve in the direction sought with a large enough effect; inconclusive means small, poorly fitted or top-dose-only effect, or another doubt; inactive means no such curve, though single readings can be large; an effect the other way counts as inactive or inconclusive. Only part of the results is shown; rates above refer to the full screens.

PGK inhibitor	PI4K2A block	HP1b binding inh	Pin1 inh	JMJD2A Tudor	GLS inhibitor	Pol eta inh	G9a block	BAZ2B inh	mol
-5%	-3	20%	4%	6%	-8%	-17%	5%[59 µM]	0%	COC(=O)c1cccc(NC(=O)CSc2nncn2-c2ccccn2)c1
-5%	-5	32%[activator]	-6%	-17%	1%	-4%	56µM*	u	CCOC(=O)CCCNC(=O)c1cncc(O)c1
-3%	9	47%[activator]	0%	7%	-14%	-15%	46%	-19%	CCc1cccc(NC(=O)CCNS(=O)(=O)c2ccc3c(c2)oc(=O)n3C)c1
-10%	-4	24%	-9%	-18%	0%	5%	25%[2.33 µM]	-7%	CC(=O)N1CCCc2cc(S(=O)(=O)N(C)CCC#N)ccc21
i	-3	10%	-4%	-10%	0%	-18%	1%	-6%	COc1ccccc1CCC(=O)OCC(=O)NC1CCCC1
-1%	-2	21%	-2%	-2%	8%	7%	21%[12.7 µM]	11%	Cc1ccc(S(=O)(=O)N2CCN(C(=O)CN3CCCCC3)C2)cc1
-11%	-2	74%[activator]	-4%	-15%	-6%	-2%	24%	-27%	O=c1[nH]cccc1-c1nc2ccccc2[nH]1
-1%	2	9%	-2%	-10%	2%	1%	x	x	CC(=O)Nc1ccc(S(=O)(=O)NC(C(=O)O)C(C)C)cc1 (centres undefined)
i	1	30%	2%	-2%	-1%	-9%	7%[59 µM]	5%	CNc1c(NC(=O)c2ccc(OC)c(OC)c2)c(=O)oc2ccccc12
4%	-3	30%	-2%	-23%	8%	-18%	102%[activator][59 µM]	-38%	COc1cccc(/C=N/NC(=O)C(C)n2nc(C)c([N+](=O)[O-])c2C)c1O (centres undefined)
i	-2	24%	8%	-26%	-3%	-12%	-12%[59 µM]	1%	CCOC(=O)c1c(NC(=O)c2cc3nc(-c4ccc(OC)cc4)cc(C(F)(F)F)n3n2)sc(C)c1C
-4%	3	17%	-3%	-12%	-12%	u	-1%[59 µM]	-7%	COC(=O)C1=C(CS(=O)(=O)c2cc(Cl)ccc2OC)NC(=O)NC1c1ccccc1 (centres undefined)
i	-7	15%	1%	-19%	-3%	-12%	-5%	-7%	O=C(CC(=O)c1ccccc1)Nc1cc([N+](=O)[O-])ccc1Cl
-4%	-4	8%	34%[activator]	-12%	-2%	-11%	4%	11%[57.1 µM]	COC(=O)c1ccc(NC(=O)COc2ccc(C3C(C#N)=C(N)Oc4c3ccc3ccccc43)cc2OC)cc1 (centres undefined)
-1%	-13	39%[activator]	-2%	-8%	-2%	-5%	8%	4%	C[C@H](NC(N)=O)C(=O)Nc1ccc(OCc2ccccc2)cc1
u	-13	u	u	8.9µM*	37%[activator]	10µM*	2.8µM*	1.6µM*	CC(=O)Oc1cc2cccc(OC(C)=O)c(=O)c2c(OC(C)=O)c1OC(C)=O
-10%	0	40%[activator]	2%	-24%[57.1 µM]	1%	-11%	4%[12.7 µM]	-2%	O=C(Nc1ccc(S(=O)(=O)N2CCOCC2)cc1)c1ccco1
1%	10	19%	-1%	-10%	-2%	-14%	27%[59 µM]	-4%	O=S(=O)(c1ccc(Br)s1)N1CCN(c2ccccn2)CC1
-2%	-1	26%[57 µM]	u	-10%	-7%	12%	-6%[59 µM]	0%	COc1ccc(CNC(=O)c2ccc3c(c2)nc2n3CCCCC2)cc1
-3%	-11	51%[activator]	3%	-5%	2%	-14%	-1%[0.501 µM]	5%	COc1ccccc1N1CCN(C(=O)CCC(=O)O)CC1
i	2	27%	3%	-17%	-1%	1%	-26%[12.7 µM]	-4%	COc1ccc(-n2c(SCCC(=O)O)nnc2-c2ccncc2)cc1
i	-4	-18%	1%	-15%	-22%	-6%	-21%	8%	O=S(=O)(c1ccc(Cl)cc1)N1CCN(Cc2ccncc2)CC1
3%	2	27%	0%	8%	12%	-23%	-6%	-1%	O=C(NCC(c1ccc(F)cc1)N1CCOCC1)c1ccco1 (centres undefined)
i	0	5%	-2%	-17%	-4%	-1%	5%[12.7 µM]	-1%	CC(C(=O)NCC1(c2ccccc2)CCCC1)N1CCOCC1 (centres undefined)
4%	-2	49%[activator]	-5%	-7%	2%	-9%	8%	-3%	Cc1cc(NC(=O)c2ccc(C)o2)no1
3%	2	29%	0%	-21%	2%	2%	-9%[0.0925 µM]	-15%	CCOc1ccc(C2/C(=C(\O)c3ccc4c(c3)OCCO4)C(=O)C(=O)N2CCCN2CCOCC2)cc1 (centres undefined)
-3%	1	14%	-8%	-15%	-9%	-16%	1%	-10%	COc1ccc([N+](=O)[O-])cc1NC(=O)COC(=O)C1CC1
i	2	30%	-1%	-5%	15%	-13%	4%[59 µM]	4%	COc1ccccc1NS(=O)(=O)c1cc(C(=O)N2CC(C)CC(C)C2)ccc1C (centres undefined)
9%	-5	-3%	4%	u	-3%	-15%	u	u	COC(=O)C1=C(N)Oc2cc(C)n(CC3CCCO3)c(=O)c2C1c1ccc(Cl)c(Cl)c1 (centres undefined)
-7%	4	30%	-4%	7%	-19%	-9%	x	x	COC(=O)c1ccc(OCC(=O)NC2CCCCCCC2)cc1

Additional compounds follow:
PGK inhibitor	PI4K2A block	HP1b binding inh	Pin1 inh	JMJD2A Tudor	GLS inhibitor	Pol eta inh	G9a block	BAZ2B inh	mol
1%	-4	22%	1%	-8%	-2%	-18%	8%	-4%	O=C(Cc1c(F)cccc1Cl)Nc1ccc(S(=O)(=O)N2CCOCC2)cc1
-5%	3	-7%	7%	-18%	-4%	5%	x	-12%	O=C(NC(=S)Nc1nc(-c2cccc([N+](=O)[O-])c2)cs1)c1cc(Cl)ccc1Cl
-9%	2	60%[activator]	-18%	-11%	-18%	45µM*	25µM*	u	CN(C(=O)/C=C/c1ccco1)c1ccccc1C(=O)O
15%	0	48%[activator]	11%	-1%	3%	-23%	-49%	-4%	COc1ccc(CCN2C(=O)C(Oc3ccccc3C)C2c2ccc3c(c2)OCO3)cc1 (centres undefined)
-10%	-1	-6%	29%	-2%[11.4 µM]	1%	45µM*	22%[12.7 µM]	-16%	COC(=O)Cc1[nH]nc2c1C(c1ccc(O)c(OC)c1)C(C#N)=C(N)O2 (centres undefined)
-9%	2	33%	-7%	-5%	-5%	-14%	-29%[12.7 µM]	1%	O=C(CCl)Nc1cccc(-c2cnc3ccccc3n2)c1
-5%	-2	10%	-1%	-31%	2%	-20%	32µM*	u	COc1cc(C(=O)NC(=S)Nc2ccc(N3CCCC3)cc2)cc(OC)c1OC
-10%	-8	18%	19%	-6%	-16%	-5%	u	-39%	Cc1nc(Nc2cccc(F)c2)c2oc3ccccc3c2n1
-14%	-26	32%	1%	-15%	-5%	-2%	22%[12.7 µM]	10%	COCCNC(=O)c1ccc2c3n(nc2c1)-c1ccccc1CO3
-2%	2	u	3%	u	-1%	-6%	x	35µM*	Cc1c(C)n(C)c2ccc(C(=O)NCCc3ccco3)cc12
0%	11	-16%[57 µM]	-2%	u	-15%	2%	u	-34%	O=C(NCCN1CCc2ccccc2C1)Nc1ccc([N+](=O)[O-])cc1
-1%	-1	10%	-3%	79µM*	-3%	-5%	6%	-10%	CC(=O)OC(COc1ccc(F)cc1)Cn1cnc2ccccc21 (centres undefined)
-4%	-4	27%	9%	-4%	1%	-7%	x	x	Cc1ccc(S(=O)(=O)N2C[C@@H]3CCCC[C@@H]3[C@@H](C)[C@H]2c2cn(Cc3ccccc3)c3ccccc23)cc1
-6%	-6	33%	-10%	-18%	-2%	-11%	12%	-2%	N=c1oc2ccc(Br)cc2cc1C(=O)NC1CCCCCC1
-1%	-6	24%	10%	9%	-2%	-22%	1%	-20%	COc1ccc(-c2noc(C3CCCN(C(=O)c4ccc(C)cc4)C3)n2)cc1 (centres undefined)
1%	1	45%[activator]	-3%	-8%	-4%	-16%	2%[59 µM]	-1%	CCc1cnc2c(c1SCC(=O)Nc1ccc(C)cc1C)c(=O)n(C)c(=O)n2C
4%	5	21%	0%	0%	0%	-2%	12%[59 µM]	6%	COc1ccc2cc(CN(CCO)C(=O)c3ccc(Br)cc3)c(=O)[nH]c2c1
-2%	0	17%	-8%	-9%	21%	-14%	2%	6%	Cc1ccccc1Oc1ccc(NC(=O)C2CC=CCC2C(=O)O)cc1 (centres undefined)
-3%	0	15%	6%	-13%	-8%	-15%	u	-26%	CCOc1ccc(NC(=O)c2nn(C)c3c2CS(=O)(=O)c2ccccc2-3)cc1
-10%	1	7%	6%	-10%	-3%	0%	x	x	Cc1cc(=O)[nH]c2sc(C(=O)N3c4ccccc4CC3C)c(N)c12 (centres undefined)
-1%	-2	u	-1%	-17%	24%	-10%	10%[59 µM]	-8%	COc1cc(NC(=O)CSc2nc3ncccc3o2)cc(OC)c1
6%	7	24%	-2%	1%	-7%	-14%	-39%	1%	CCN(/C=N/S(=O)(=O)c1ccc(Cl)cc1)CC
i	-2	23%	4%	-11%	-6%	-13%	u	u	COc1ccc(N2CCN(C(=O)Cn3nnc(-c4cccs4)n3)CC2)cc1

Source: PubChem BioAssay
